# QS inhibitor: S. aureus quorum sensing inhibition; S. aureus RN6390 RNAIII-GFP reporter, AIP-induced, flow cytometry 3 h; inhibition, % at 2 µM; actives 0.3% (n = 24,000); AID 527;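 active means share of bacteria positive for the green fluorescent reporter and its mean brightness both inhibited by 50% or more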;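 further: 0% = AIP-stimulated control and 100% = unstimulated bacteria without AIP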
# QS inhibitor GFP MFI %: second read-out of QS inhibitor, no call of its own (marks repeat the call); inhibition, %; measured here: inhibition of GFP MFI
# Starred values were filed as active, the others as inactive.
SMILES,QS inhibitor,QS inhibitor GFP MFI %
CC(C)n1c(NCc2cc(Cl)ccc2O)nc2ccccc21,-1,-29
Cc1cc2c(=O)n(CC(=O)N3CCN(c4ccccc4)CC3)cnc2s1,4,13
O=C(O)CCCCCNc1nc(=S)[nH]c2ccccc12,-1,1
CCOC(=O)N1CCC(N2CC34C=CC(O3)C(C(=O)Nc3ccc(C)cc3)C4C2=O)CC1 (stereo not drawn),-3,-6
CCC(c1nnc(SCC(=O)NCC2CCCO2)n1Cc1ccccc1)N(C)C (stereo not drawn),-2,-23
CCN(C(=O)CCc1nc(-c2ccccc2F)no1)c1cc(OC)ccc1OC,3,6
Cc1nnc(SCC(=O)NCc2ccco2)[nH]c1=O,0,-6
O=C(Nc1ccccc1-c1ccccc1)NC1CCN(CC(=O)N2CCOCC2)CC1,-1,-5
Cc1cc(=O)n(CCCO)c(O)c1C#N,-1,-10
CC1CN(Cc2nc3c(c(=O)n(C)c(=O)n3C)n2CC(=O)c2ccccc2)CC(C)O1 (stereo not drawn),0,-6
O=C(NC1CC1)c1ccc2c(c1)ncn2C1CCCC1,-3,2
Fc1cccc(Nc2ncnc3c2cnn3-c2ccccc2)c1,-1,-15
CCOC(=O)c1ccccc1NC(=O)c1ccc(NS(C)(=O)=O)cc1,5,25
CCN1CCN(C(c2ccc(F)cc2)c2nnnn2Cc2cccs2)CC1 (stereo not drawn),0,3
COc1cc2[nH]c(=O)n3nc(-c4ccccc4)nc3c2cc1OC,-4,-6
CCOC(=O)c1c(C)oc2ccc(O)c(CN3CCCCC3)c12,-2,-2
Cn1cnc(S(=O)(=O)N2CCc3ccccc32)c1,4,23
COC(=O)C(C)Sc1nnc(Cc2cc(=O)[nH]c(=O)[nH]2)n1-c1cccc(OC)c1 (stereo not drawn),-8,-16
Cc1[nH]c(=O)[nH]c(=O)c1S(=O)(=O)N1CCN(c2cccc(Cl)c2)CC1,-6,-20
CC(=O)c1ccccc1OCCCN1CCCCC1,1,6
COc1ccc(C2C(C(=O)N3CCOCC3)CCC(=O)N2c2ccc(OC)cc2)cc1 (stereo not drawn),0,-2
Cc1nn(C)cc1CNC(=O)C1C2CCC(O2)C1C(=O)O (stereo not drawn),2,2
O=C(NCc1ccccc1)N1CCn2c(nc3ccccc32)C1,0,-8
CCOC(=O)CSC1=C(C#N)C(c2ccc(Cl)cc2)C(C(=O)OC)C(=O)N1 (stereo not drawn),0,-13
COc1ccc(-c2nc(C#N)c(NCCCN3CCOCC3)o2)cc1,3,-5
COc1ccc(OC)c2sc(N3CCCCC3)nc12,-1,-4
CC1CCCN(S(=O)(=O)c2ccc3c(c2)CCN3C(=O)C2CCC2)C1 (stereo not drawn),-2,7
COc1cccc2sc(Nc3nc(C)c(C(C)=O)s3)nc12,-1,-8
Cc1ccc(S(=O)(=O)NCCN2CCOCC2)cc1C,-1,-19
C=CCn1c(SCc2nc(N)nc(N3CCCCC3)n2)nnc1-c1ccco1,7,23
O=C1c2ccccc2C(Nc2ccc3c(c2)OCCO3)N1Cc1ccco1 (stereo not drawn),-2,-7
CC(=O)c1c(C)[nH]c(C(=O)NC2CCCCC2)c1C,-6,-7
Cc1ccccc1NC(=O)NCCN1C(=O)C2C3C=CC(C3)C2C1=O (stereo not drawn),0,-7
O=C(O)c1ccc2c(c1)C(=O)N(c1cc(C(=O)O)ccc1Br)C2=O,-6,-14
COc1ccc2c(c1)CCc1c(C(=O)N3CCCCCC3)noc1-2,12,28
COc1ccc2c(c1)[nH]c1c(=O)n(CC3CCCO3)cnc12 (stereo not drawn),1,-8
Cc1cc(Cl)ccc1OCCCC(=O)NO,0,-1
Cc1csc(NC(=O)CCn2c(=O)sc3ccccc32)n1,-2,-38
CN(Cc1ccccc1)C(=O)CCNS(=O)(=O)c1ccc2c(c1)oc(=O)n2C,1,19
O=C(CCS(=O)(=O)c1cccc2nonc12)N1CCCc2ccccc21,-3,-10
CCn1cc(C(=O)NCc2cccnc2)c2cc(OC)c(OC)cc2c1=O,3,20
CC(=O)c1cc(-c2ccccc2)[nH]c1N1CCOCC1,7,26
CC(C(=O)NCCCN1CCOCC1)n1cccc1C(=O)c1ccccc1 (stereo not drawn),-2,-4
COc1ccc(-n2c(Cn3c(=O)sc4ccccc43)nnc2SC)cc1,0,-4
c1csc(CCNc2ncnc3sc4c(c23)CCC4)c1,67*,69*
COC(=O)c1ccc(NC(=O)CSc2nnc(Cc3cccn3C)n2-c2ccc(F)cc2)cc1,1,3
O=C(c1nnc(Cc2ccc(Cl)cc2)o1)N1CCOCC1,0,-20
Cc1occc1C(=O)Nc1cccc2ccccc12,3,9
CCC(C)Sc1nnc(Cc2cc(=O)[nH]c(=O)[nH]2)n1-c1ccc(OC)cc1 (stereo not drawn),1,7
NC(=O)C1(N2CCCCC2)CCN(C(=O)NC2CCCCC2)CC1,-7,-6
Cc1ccc(C(=O)C2COC(=O)C2)cc1 (stereo not drawn),0,-4
Nc1cc(-c2ccccc2)ccc1O,0,-10
CC1=C(C(=O)Nc2ccc(Cl)cc2)C(c2cccs2)n2nnnc2N1 (stereo not drawn),6,7
Cc1ccc(OC(=O)NC2CCS(=O)(=O)C2)cc1C (stereo not drawn),0,2
Cc1c(C(=O)Nc2cccc(C(F)(F)F)c2)oc2ccc(S(=O)(=O)N3CCOCC3)cc12,6,28
CC(C)c1cc(C(=O)Nc2cc(Cl)ccc2O)no1,1,10
Cc1cccc(-n2ncc3c(N(CCO)CCO)ncnc32)c1,4,32
O=C(CCS(=O)(=O)c1cc(Br)cc2c1N(C(=O)C1CC1)CC2)NCc1ccco1,4,52
CCc1ccccc1NC1c2ccccc2C(=O)N1c1cccnc1 (stereo not drawn),16,24
O=C(O)c1cc2nc(C3CC3)cc(C(F)(F)F)n2n1,4,22

# (more compounds)
SMILES,QS inhibitor,QS inhibitor GFP MFI %
O=C(c1ccco1)N1CCN(C(=O)c2sccc2-c2ccccc2)CC1,0,3
CC(C)OCCCNC(=O)C1CCC(=O)N1C(C)C (stereo not drawn),-1,-10
CCc1ccccc1NC(=O)C1CCCN(S(=O)(=O)c2c(C)noc2C)C1 (stereo not drawn),-2,-9
COc1cc2nc(SCC(=O)NCc3ccco3)n(Cc3ccc(Cl)cc3)c(=O)c2cc1OC,9,14
CSc1ccccc1NC(=O)CN(c1ccccc1)S(=O)(=O)N(C)C,0,-33
COC(=O)c1[nH]c(C)c(/C(O)=C2\C(=O)C(=O)N(CCN(C)C)C2c2ccccc2OC)c1C (stereo not drawn),0,-20
O=c1c[n+]([O-])c2ccccc2n1OCc1ccccn1,2,26
O=C(O)CCc1ccc(-c2ccc(F)cc2)n1CCC(=O)O,2,5
O=C(Nc1cc(C(=O)N2CCCC2)ccc1N1CCCC1)c1ccccc1F,0,-68
O=C(N1CCCCCC1)N1CCN(S(=O)(=O)N2CCCCC2)CC1,1,10
CC1(C)Cc2nc3oc4c(N(CCO)Cc5ccccc5)ncnc4c3cc2CO1,0,7
C=CCOc1nc(N2CCCC2)nc(N2CCCC2)n1,2,12
CC(C)Cc1cc(C(=O)Nc2cc(Br)ccc2O)no1,15,19
CCN(CC)S(=O)(=O)c1ccc2c(c1)c(=O)c(C(=O)N1CCc3ccccc3C1)cn2C,-5,-11
COc1ccc(C(=O)c2coc3ccc(O)c(CN4CCCC4)c23)cc1,-7,-5
CN(CC(=O)NCc1cccs1)S(=O)(=O)c1cccc2nsnc12,-5,-8
Nc1c(C(=O)NCc2ccccc2)nnn1Cc1cccc(Cl)c1,4,8
Cn1c(SCc2nnc3n2CCCCC3)nc2ccccc21,-3,-30
CC(C)CC(NC(=O)OC(C)(C)C)C(=O)NC(C(=O)NC(C)C(N)=O)C(C)C (stereo not drawn),-3,-1
CCOC(=O)c1nnn(-c2nonc2N)c1CN1CCc2ccccc2C1,3,4
CCn1cc(C2=NC(c3ccccc3)CO2)c2ccccc21 (stereo not drawn),-1,-4
CCCN1Cc2cccc(C(=O)NCc3cccs3)c2C1=O,2,6
COc1ccccc1C1N(c2ccc(F)cc2)C(=O)C2CCCN21 (stereo not drawn),-4,-29
COc1ccc(CCNC(=O)c2cnn3ccccc23)c(OC)c1OC,2,8
CC(C)CCNC(=O)Cn1c(NCCC(C)C)nc2c1c(=O)n(C)c(=O)n2C,0,6
Nc1nc(-c2ccc(Cl)cc2)cc(C(F)(F)F)n1,-1,-12
O=C(Nc1nnc(C2CC2)o1)c1ccc(S(=O)(=O)N2CCCc3ccccc32)cc1,2,13
COc1ccc(C)cc1-n1nnnc1SCC(=O)Nc1cc(C)on1,-1,-14
Cc1nc2ccccc2c(=O)n1NCc1cc(Br)cs1,-2,1
CCCC(=O)NCc1ccc2c(c1)cc(C)n2C,-4,-10
COc1cc(C(=O)Nc2cccc(-c3nc4cc(C)ccc4o3)c2)cc(OC)c1OC,1,16
Cn1c(C(=O)N2CCN(c3ccc(F)cc3)CC2)cc2c(=O)n(C)c3ccccc3c21,1,10
COc1ccc2c(c1)OC1(C)CC2C(C(=O)c2ccccc2OC)C(=O)N1 (stereo not drawn),-3,18
Cc1ccc(-c2nc3cc(NC(=O)C(C)C)ccc3o2)cc1C,-1,-32
NC(=O)C1CCN(C(=O)C2c3ccccc3C(=O)N3CCc4ccccc4C23)CC1 (stereo not drawn),-1,-11
CCN1C(=O)c2cccc3c(S(=O)(=O)Nc4ccccc4OC)ccc1c23,-6,-101
CCOc1ccc(N(CC(=O)NC(C)CC)S(=O)(=O)c2c(C)noc2C)cc1 (stereo not drawn),2,22
Cc1c(C(=O)OCCOc2ccccc2)[nH]c2c1C(=O)CCC2,5,9
COc1cccc(NC(=O)CN2CCN(c3ccc(F)cc3)CC2)c1,-1,2
Cc1cc(C)n(CCc2nc3c4ccccc4n(CC(=O)Nc4ccc(Cl)cc4F)c(=O)n3n2)n1,-1,48
COc1ccc(CCNC(=O)C2CCCN(Cc3nc(-c4ccccc4C)oc3C)C2)cc1OC (stereo not drawn),2,13
Cn1cccc1Cc1nnc(SCC(=O)Nc2nccs2)n1CCc1ccccc1,1,3
COC(=O)CNC(=O)Cn1ccc2ccccc2c1=O,-1,-2
Cn1c(=O)[nH]c(=O)c2[nH]c(CN3CCN(C(=O)c4ccco4)CC3)nc21,-1,-1
CCOc1cc2c(C)cc(=O)oc2cc1Cl,1,0
CCSc1nc(C)nc2c1oc1ccccc12,3,14
COC(=O)c1ccc(C2CC(=O)NC3=C2C(=O)CCC3)cc1 (stereo not drawn),-1,-18
CCN(CC)S(=O)(=O)c1cccc(C(=O)Nc2ccccc2C(=O)N2CCOCC2)c1,5,9
COc1ccc(-c2cc(C(=O)N3CCN(Cc4ccccc4)CC3)no2)cc1OC,2,16
O=C(Nc1nncs1)c1ccccc1NS(=O)(=O)c1cccs1,0,7
CCOC(=O)C1=C(c2ccccc2)NC(SC)=C(C#N)C1c1ccco1 (stereo not drawn),-2,3
O=C(Cn1nc(-c2ccc(Cl)cc2)ccc1=O)NCCCN1CCN(Cc2ccccc2)CC1,-1,-39
CCCN1CCN(CCCNC(=O)C2CCN(c3nnc(-n4cccc4)s3)CC2)CC1,-1,45
FC(F)(F)C(Oc1nc(NC2CCCCC2)nc(N2CCOCC2)n1)C(F)(F)F,-1,10
O=C1C2C3C=CC(C3)C2C(=O)N1Cc1ccccc1 (stereo not drawn),0,-2
Cc1cc(NC(=O)c2cc(CC(C)C)on2)n(-c2ccccc2)n1,-7,-9
CC(C)(C)C1CCC2(CC1)NC(CO)(CO)CO2 (stereo not drawn),-4,-9
Cc1nc2sc(C(c3ccco3)N3CCN(c4ccccc4F)CC3)c(O)n2n1 (stereo not drawn),1,5
Cn1c(C(F)(F)F)nc2c(=O)oc3ccccc3c21,-2,-12
CCN1C(=O)c2ccccc2S(=O)c2ccc(C(=O)NCc3ccccn3)cc21 (stereo not drawn),-5,1

# Additional entries:
SMILES,QS inhibitor,QS inhibitor GFP MFI %
O=C1c2ccccc2C(O)N1Cc1ccc2c(c1)OCO2 (stereo not drawn),3,6
CCOCC(O)CS(=O)Cc1ccccc1 (stereo not drawn),0,-10
O=C(NCCC1=CCCCC1)C1CCN(Cc2cnn(-c3ccccc3)c2-n2cccc2)CC1,18,29
CN(C)c1ccc(NC(=O)CSc2nc3ccccc3c(=O)n2C2CCCCC2)cc1,28,39
Cc1ccc2nc(NC(=O)C3CCCN(S(=O)(=O)c4cnc[nH]4)C3)sc2c1 (stereo not drawn),-1,2
O=c1[nH]c(NCc2ccco2)nnc1Cc1ccccc1Cl,2,5
Nc1c(C(=O)Nc2ccc3c(c2)OCCO3)nnn1CCc1ccccc1,2,10

# Compound activity: PubChem, NMMLSC

# This is a subset; count on the stated rates, not on these rows.
